# A3G deaminase – blocks human APOBEC3G single-stranded DNA deamination; Q9HC16; AID 493012; 330,000 tested, 0.28% active; inhibition, % at 20 µM; recombinant A3G, ssDNA deamination FAM/TAMRA fluorescence;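 active means inhibition of at least 40% at 20 µM, with no more than 30% in the related APOBEC3A deaminase screen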;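 further: plate controls were DMSO wells with A3G for no effect and wells lacking A3G enzyme for full effect; some compounds called inactive have numbers as strong as hits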
# Target sequence (Q9HC16 whole entry, looked up): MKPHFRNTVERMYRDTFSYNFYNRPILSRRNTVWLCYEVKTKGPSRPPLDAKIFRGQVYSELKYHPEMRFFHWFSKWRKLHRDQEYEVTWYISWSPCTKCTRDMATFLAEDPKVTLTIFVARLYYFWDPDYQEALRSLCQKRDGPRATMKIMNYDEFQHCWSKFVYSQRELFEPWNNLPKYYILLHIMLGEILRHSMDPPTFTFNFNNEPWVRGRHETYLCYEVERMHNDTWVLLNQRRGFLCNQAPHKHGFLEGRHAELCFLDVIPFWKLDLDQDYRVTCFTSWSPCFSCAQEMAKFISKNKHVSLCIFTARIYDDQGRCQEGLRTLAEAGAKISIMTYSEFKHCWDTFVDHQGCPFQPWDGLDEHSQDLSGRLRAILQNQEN
# ATG4B inhibitor – ATG4B (human) cysteine protease inhibition. ATG4B cleavage of LC3-PLA2, NBD-HPC fluorescence, 1 h. 340,000 tested, 0.51% active. inhibition, % at 8.33 µM; in the data active means inhibition above about 40%
# beta cell repl – inducers of beta-cell replication in MIN6 cells; MIN6 cells proliferation, ATPlite luminescence, 48 h; cells starved in 0.2% serum; 100% = growth in 10% serum; proliferation, % at 10 µM; 330,000 tested, 0.29% active;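 active means compounds whose signal lies at least 3.5 SD above the mean of all wells on their plate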;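 further: 0% = DMSO-treated cells in low-serum medium and 100% = 10% serum control; some compounds called inactive have numbers as strong as hits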
# mIAP activ – mouse IAP activation | muIAP, CDP-Star luminescence, 30 min; hits give high values; 1 = vehicle-only enzyme signal, 0 = enzyme-free wells | activation factor at 10 µM | 330,000 tested, 0.24% active;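 active means activation factor of at least 2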; further: the source names both 10 and 20 µM as test concentration; values of inactives mirror those of a sister screen read the other way
#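 also added = chemiluminescent substrate CDP-Star | test system = mouse IAP enzyme | signal = chemiluminescence readout | compound = DMSO-dissolved test compounds | incubation = 30 min at room temperature | benchmarks = DMSO wells, no-enzyme wells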
# hIAP inh – blocks human intestinal alkaline phosphatase. P09923. purified IAP, CDP-Star luminescence, 30 min. inhibition, % at 10 µM. 330,000 tested, 0.12% active;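 active means inhibition reaching a set limit with compound at 10 µM in the primary screen, cut at about 35% in these data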;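 further: plate controls were DMSO wells with enzyme for no effect and no-enzyme buffer wells for full effect; values of inactives mirror those of a sister screen read the other way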
# Target sequence (P09923 whole entry, looked up): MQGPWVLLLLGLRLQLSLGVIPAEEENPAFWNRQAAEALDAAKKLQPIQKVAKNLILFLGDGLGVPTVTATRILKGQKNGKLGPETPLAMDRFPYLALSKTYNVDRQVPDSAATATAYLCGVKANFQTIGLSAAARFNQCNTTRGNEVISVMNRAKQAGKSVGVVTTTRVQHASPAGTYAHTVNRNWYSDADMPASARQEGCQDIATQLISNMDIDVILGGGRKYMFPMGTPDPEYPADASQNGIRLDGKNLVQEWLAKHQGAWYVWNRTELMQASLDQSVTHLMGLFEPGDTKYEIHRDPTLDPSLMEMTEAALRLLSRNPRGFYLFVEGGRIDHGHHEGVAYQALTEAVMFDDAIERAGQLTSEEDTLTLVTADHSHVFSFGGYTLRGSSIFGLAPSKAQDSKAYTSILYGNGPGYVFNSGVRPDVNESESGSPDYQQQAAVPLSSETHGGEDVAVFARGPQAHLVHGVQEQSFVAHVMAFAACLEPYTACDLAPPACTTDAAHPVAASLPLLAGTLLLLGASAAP
# mIAP block – mouse IAP inhibition. purified mouse IAP, CDP-Star luminescence, 30 min. inhibition, % at 10 µM. 330,000 tested, 0.2% active. AID 2806;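 active means inhibition of at least 40% at 10 µM in the primary screen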;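 further: plate controls were DMSO with enzyme for no effect and no enzyme wells for full effect; values of inactives mirror those of a sister screen read the other way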
# hIAP act – human IAP activation | P09923 | purified human IAP, CDP-Star luminescence, 30 min; hits give high values; 1 = vehicle-only enzyme, 0 = enzyme-free background | activation factor at 10 µM | 330,000 tested, 0.16% active | AID 2524;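 active means activation factor of the enzyme at least 2-fold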; further: the source names both 10 and 20 µM as test concentration; values of inactives mirror those of a sister screen read the other way
# MPTP inh – permeability transition pore inhibition | inhibition, % at 10 µM | 360,000 tested, 1.4% active | AID 602449 | isolated mouse mitochondria, Ca2+ swelling absorbance, 30 min;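 active means inhibition of 50% or more, scaled per plate between neutral and stimulator controls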;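 further: 0% = DMSO wells given calcium and 100% = 1 mM EGTA wells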
# APOBEC3A inh – human APOBEC3A DNA deaminase inhibition; 330,000 tested, 0.41% active; inhibition, % at 20 µM; recombinant A3A, FAM/TAMRA ssDNA deamination fluorescence; P31941;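 active means at least 40% inhibition at 20 µM here, with at most 30% in a related deaminase screen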;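 further: plate controls were A3A with DMSO for no effect and wells lacking A3A enzyme for full effect; some results filed as inactive read as strong as hits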
# * hit, by the source's call; nt = not tested or not shown.
Compound	A3G deaminase	ATG4B inhibitor	beta cell repl	mIAP activ	hIAP inh	mIAP block	hIAP act	MPTP inh	APOBEC3A inh
CC(=O)c1ccccc1C(=O)N1CCCC(CCC(=O)N2CCN(c3ccccn3)CC2)C1 (configuration not stated)	-1	5	1	0.96	1	4	0.99	-0.7	0
CCOC(=O)c1c(NC(=O)CN(C)C)sc(C(=O)N(CC)CC)c1C	-4	-8	1	0.93	-12	7	1.1	-0.7	-3
S=C(NCCc1ccccc1)Nc1ccccc1	1	16	-4	1.1	-8	-12	1.1	3.7	2
O=S(=O)(CCN1CCCCC1)Oc1ccc(Cl)cc1Cl	-4	6	0	0.96	12	4	0.89	3.1	1
C=CCNC(=S)N/N=C/c1ccc(-c2cccc([N+](=O)[O-])c2)o1	-2	-9	1	0.86	-8	14	1.1	3.8	1
CCN(CC(=O)Nc1c(F)cccc1F)C(=O)c1ccc(N2CCCC2=O)cc1	-8	0	0	0.95	6	5	0.94	0.2	-4
COc1c(O)cccc1/C=N/NC(=O)Cn1ccnc1C	-1	-3	-2	1	-78	0	1.8	0.7	1
Cc1ccc(Cl)c(NC(=O)CN2CCN(C=O)CC2)c1	-6	nt	-1	1	-3	-4	1	nt	1
Cc1cc(C)n2nc(C(=O)N/N=C/c3ccco3)nc2n1	2	-14	2	1	-19	-5	1.2	2.1	8
COc1ccc2[nH]c3c(c2c1)CCN1C(=O)N([C@@H](C)C(=O)NCCc2ccc(OC)c(OC)c2)C(=O)[C@]31C	-2	-36	2	0.95	23	5	0.77	-1.2	-3
O=C(CCCn1c(=O)[nH]c2ccsc2c1=O)NCc1cccs1	-4	-9	-3	1.1	1	-5	0.99	1.0	-5
Cc1nc(N2CCN(C(=O)c3ccco3)CC2)c2c3c(sc2n1)CC(C)CC3 (configuration not stated)	-10	-4	-6	0.91	3	9	0.97	7.2	-2
Cc1ccc(NC(=S)N/N=C2/CCCCc3ccccc32)cc1	-9	1	-6	0.94	-15	6	1.1	15	-4
COc1cccc(NC(=O)n2ncc3c(C)cccc32)c1	-1	-4	-4	1.1	-13	-5	1.1	0.0	0
Cc1ccc(S(=O)(=O)N2CCN(C(=O)COC(=O)c3cc(C)oc3C)CC2)cc1	-4	-18	0	0.99	-26	1	1.3	-1.3	2
CC(=O)N(CC(=O)O)c1ccccc1	-14	16	0	1	1	0	0.99	0.6	-4
CCc1cccc(Nc2cnn(C34C[C@@H]5C[C@@H](CC(CC(=O)O)(C5)C3)C4)c(=O)c2Cl)c1	-7	-2	1	0.97	4	3	0.96	-1.4	-2
CCOC(=O)N1CCN(C(=O)c2ccc3c(c2)N(Cc2ccc(F)cc2)CCS3)CC1	3	3	-5	1	3	-1	0.97	1.1	-2
COc1ccc(C2c3c(-c4ccccc4O)n[nH]c3C(=O)N2Cc2ccco2)cc1OC (configuration not stated)	-9	-12	0	0.87	-65	13	1.7	0.7	-3
O=[N+]([O-])c1cccc(S(=O)(=O)N2CCN(c3ccccn3)CC2)c1	-1	1	-3	0.96	-11	4	1.1	0.2	-2
COc1ccc(CCNC(=O)CN(c2ccc(OC)c(OC)c2)S(=O)(=O)c2ccccc2)cc1OC	-8	-4	1	0.99	-2	1	1	-0.3	-2
COc1ccc(-c2csc3nc(-c4ccc(C)cc4)oc(=O)c23)cc1OC	34	4	-6	0.9	-11	10	1.1	0.7	19
CCCCN(C(=O)CCCSc1nc2ccccc2[nH]1)c1c(N)n(Cc2ccccc2)c(=O)[nH]c1=O	-5	-2	1	0.99	-2	0	1	-0.6	22
COc1ccccc1N1CCN(C(=O)COc2cc(C)cc(C)c2)CC1	-5	0	-2	1.1	-5	-9	1	0.8	-3
CC1=C(C(=O)OCC2CCCO2)C(c2coc3ccccc3c2=O)C2=C(CCCC2=O)N1 (configuration not stated)	-6	3	-2	0.98	-4	2	1	1.4	-4
O=c1c2ccccc2nc(SCc2cn3ccsc3n2)n1-c1ccccc1	-6	60*	6.1*	1	13	-3	0.87	-1.5	-1
CSCCC(NS(=O)(=O)c1ccc2c(c1)oc(=O)n2C)C(=O)NCc1ccccc1 (configuration not stated)	-4	-9	1	1.1	-15	-11	1.1	0.8	-1
COc1ccc(-c2cc(C(=O)NC(C)c3ccccn3)c3ccccc3n2)cc1OC (configuration not stated)	9	-67	5	1	-9	0	1.1	-1.9	33
CCc1c(C(=O)Nc2ccccc2C(N)=O)csc1C	-6	2	-3	1.1	5	-6	0.95	1.0	-1
O=C(O)c1cc(NN=Nc2cccc(S(=O)(=O)O)c2)cc([N+](=O)[O-])c1	-8	-2	0	0.98	0	2	1	-1.6	-2
CC(CC(=O)Nc1nnc(C(C)(C)C)s1)c1ccccc1 (configuration not stated)	-7	8	0	0.93	-22	7	1.2	-1.2	-6
COc1cc([N+](=O)[O-])ccc1NC(=O)C1C2C=CC(C2)C1C(=O)O (configuration not stated)	-5	-4	2	0.92	10	8	0.9	-0.6	-8
CCCCOC(=O)CSc1nc(N)c(C#N)c(-c2ccc(OCC)cc2)c1C#N	-2	-5	-1	0.98	4	2	0.96	-0.5	-2
Cc1ccc(NCc2nc3ccccc3n2C)c(C)c1	-5	-4	-5	1	6	-1	0.94	0.5	-3
O=C(O)c1cccc(S(=O)(=O)NCC2COc3ccccc3O2)c1 (configuration not stated)	5	-8	1	1.1	-18	-9	1.2	-0.5	-2
Cc1ccc(S(=O)(=O)N(C)c2ccc3sc(C)nc3c2)cc1	-16	-1	-4	0.97	16	2	0.84	-3.8	-4
CCOc1ccccc1N1Cc2ccccc2C1	0	-3	-2	0.93	10	7	0.9	-0.4	-1
Cc1ccc(CN2CCN(Cc3cnc(N4CCOCC4)s3)CC2CCO)o1 (configuration not stated)	-2	9	3	1	-32	-1	1.3	1.9	2
CCOC(=O)N1CCN(C2=C(NS(=O)(=O)c3ccc(NC(C)=O)cc3)C(=O)c3ccccc3C2=O)CC1	9	-6	-3	1	-9	-1	1.1	1.9	1
O=C(Cn1nc(C(=O)O)c2ccccc2c1=O)Nc1cc(Cl)cc(Cl)c1	-5	-14	-1	1	2	0	0.98	0.5	-1

# Some of these compounds in order of molar mass, low to high.
Compound	A3G deaminase	ATG4B inhibitor	beta cell repl	mIAP activ	hIAP inh	mIAP block	hIAP act	MPTP inh	APOBEC3A inh
COc1cccc(NC(=O)n2ncc3c(C)cccc32)c1	-1	-4	-4	1.1	-13	-5	1.1	0.0	0
O=S(=O)(CCN1CCCCC1)Oc1ccc(Cl)cc1Cl	-4	6	0	0.96	12	4	0.89	3.1	1
Cc1ccc(S(=O)(=O)N2CCN(C(=O)COC(=O)c3cc(C)oc3C)CC2)cc1	-4	-18	0	0.99	-26	1	1.3	-1.3	2

# 11 entries already listed, arranged by length of the SMILES, rising:
Compound	A3G deaminase	ATG4B inhibitor	beta cell repl	mIAP activ	hIAP inh	mIAP block	hIAP act	MPTP inh	APOBEC3A inh
CC(=O)N(CC(=O)O)c1ccccc1	-14	16	0	1	1	0	0.99	0.6	-4
Cc1ccc(NCc2nc3ccccc3n2C)c(C)c1	-5	-4	-5	1	6	-1	0.94	0.5	-3
O=S(=O)(CCN1CCCCC1)Oc1ccc(Cl)cc1Cl	-4	6	0	0.96	12	4	0.89	3.1	1
O=C(O)c1cccc(S(=O)(=O)NCC2COc3ccccc3O2)c1 (configuration not stated)	5	-8	1	1.1	-18	-9	1.2	-0.5	-2
COc1ccc(-c2csc3nc(-c4ccc(C)cc4)oc(=O)c23)cc1OC	34	4	-6	0.9	-11	10	1.1	0.7	19
CCN(CC(=O)Nc1c(F)cccc1F)C(=O)c1ccc(N2CCCC2=O)cc1	-8	0	0	0.95	6	5	0.94	0.2	-4
COc1cc([N+](=O)[O-])ccc1NC(=O)C1C2C=CC(C2)C1C(=O)O (configuration not stated)	-5	-4	2	0.92	10	8	0.9	-0.6	-8
CSCCC(NS(=O)(=O)c1ccc2c(c1)oc(=O)n2C)C(=O)NCc1ccccc1 (configuration not stated)	-4	-9	1	1.1	-15	-11	1.1	0.8	-1
COc1ccc(CCNC(=O)CN(c2ccc(OC)c(OC)c2)S(=O)(=O)c2ccccc2)cc1OC	-8	-4	1	0.99	-2	1	1	-0.3	-2
CCOC(=O)N1CCN(C2=C(NS(=O)(=O)c3ccc(NC(C)=O)cc3)C(=O)c3ccccc3C2=O)CC1	9	-6	-3	1	-9	-1	1.1	1.9	1
COc1ccc2[nH]c3c(c2c1)CCN1C(=O)N([C@@H](C)C(=O)NCCc2ccc(OC)c(OC)c2)C(=O)[C@]31C	-2	-36	2	0.95	23	5	0.77	-1.2	-3

# Continuation:
Compound	A3G deaminase	ATG4B inhibitor	beta cell repl	mIAP activ	hIAP inh	mIAP block	hIAP act	MPTP inh	APOBEC3A inh
COc1cccc(C(=O)NCC(=O)N/N=C/c2ccc3c(c2)OCO3)c1	-1	-3	-3	1.1	1	-9	0.99	-0.9	-3
COc1ccccc1Cn1nnc2c(=O)[nH]c(C3CCN(C(=O)c4ccc(C)cc4)CC3)nc21	-5	-8	-3	1	3	-1	0.97	-2.5	9
O=S(=O)(NCc1cc(-c2ccccc2)no1)c1ccc(Cl)cc1	-3	-17	1	1	7	-1	0.93	3.9	-1
COc1ccc(N(C(=O)c2ccc(C)cc2)S(=O)(=O)c2cccs2)cc1	-7	7	3	0.98	8	2	0.92	-0.4	2
O=[N+]([O-])c1ccc2nc(/C=C/c3ccc(Cl)cc3)[nH]c2c1	-3	-21	-5	0.9	-9	10	1.1	90*	-2
Cc1c(C(=O)Nc2ccc(Cl)cc2)c2ccccn2c1C(=O)c1ccc([N+](=O)[O-])cc1	-2	-2	-4	0.86	11	14	0.89	15	-1
C=CCn1c(-c2ccccc2OC)n[nH]c1=S	35	-10	-2	1.1	2	-5	0.98	0.5	0
CC(C)C(NS(=O)(=O)c1cccc2nsnc12)C(=O)N1CCc2ccccc2C1 (configuration not stated)	-6	-1	0	0.84	7	16	0.93	-1.6	-1
O=C(NCc1ccco1)/C(=C/C=C/c1ccccc1)NC(=O)c1ccco1	-5	-7	1	0.93	-7	7	1.1	0.7	1
CCCn1c(=O)c(C(=O)NCc2ccncc2)c(O)c2ccccc21	-3	-7	-6	0.96	4	4	0.96	-8.1	0
COc1cc2c(cc1OC)C(C)N(C(=O)c1cc3c(s1)-c1c(C)cccc1OC3)CC2 (configuration not stated)	4	-5	-5	0.92	19	8	0.81	0.5	0
COc1ccc(CCNC(=O)C2(C)CCC(=O)N2Cc2ccc3c(c2)OCO3)cc1OC (configuration not stated)	-8	-4	-3	0.99	-3	1	1	0.5	-2
NNC(=O)CCc1ccc(S(=O)(=O)N2CCOCC2)cc1	-5	6	4	1	2	-3	0.98	-2.1	0
N#CC1=C(N)Nc2ncnn2C1c1ccc(F)cc1 (configuration not stated)	3	-2	0	1.1	22	-6	0.78	1.0	0
c1ccc(OCCOc2ncnc3sccc23)cc1	0	-4	1	1.1	-7	-7	1.1	-1.9	2
CCCCn1nc(C(=O)N(CCOC)c2c(N)n(CCCC)c(=O)[nH]c2=O)c2ccccc2c1=O	-1	-7	2	0.93	1	7	0.99	-0.4	-1
COc1ccccc1OCc1ccc(C(=O)NC(C)(C)C)o1	-7	-1	1	0.99	1	1	0.99	0.3	-1
O=S(=O)(NC(=S)NC1CCCCC1)c1cccs1	-1	-3	-1	0.92	20	8	0.81	-1.1	-1
CCc1noc(C)c1C(=O)NCCc1ccc(Cl)cc1	-3	-1	-3	1.1	-2	-6	1	-1.9	22
CC(CCc1ccccc1)NC(=O)CNC(=O)c1cccs1 (configuration not stated)	-7	7	2	1	8	-2	0.92	-0.8	4
CCC(=O)Nc1ccc2c(c1)C(=O)c1ccccc1C2=O	2	-8	-2	0.98	19	2	0.81	-0.9	3
